Source: PubChem BioAssay (several laboratories)
PKA-R1A act: activators of PKA-R1A holoenzyme, primary screen, biochemical, fluorescence polarization, Cy5-IP20, bovine R1A, mouse PKAc. PKA-R1A dissociation; scaled: DMSO 0%, 113 µM cGMP 100%. actives 0.083% (n = 340,000). cAMP-dependent protein kinase type I-alpha regulatory subunit (Bos taurus) + …. AID 504707, 2011. activation, % at 11.4 µM;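 active = percent activation above the mean of all tested compounds plus 3 SD, cut at about 19% in these data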;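 also: higher means more PKAc released from R1A so a rise in polarization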
SUMO Mot1 rescue: yeast Mot1-301 growth rescue at high temperature, primary screen, SUMOylation pathway inhibitor project, S. cerevisiae, ATP luminescence, 38.5C. S. cerevisiae Mot1-301 growth rescue; percent above DMSO median, 100 means doubled. growth rescue, % at 18.8 µM. actives 1% (n = 320,000);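 active = every valid replicate shows activation above 250% relative to neutral control wells; inactive = the rest, any valid replicate at or below 250%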;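 also: OY570 slx delta 5 strain wells were the positive control but not used for scaling; some compounds called inactive have numbers as strong as hits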
SR-BI uptake up: activators of SR-BI mediated DiI-HDL uptake, primary screen, ldlA[mSR-BI] CHO cells, DiI fluorescence. 3 h; 100 = double the neutral-control signal. activation, % at 12.5 µM. actives 0.096% (n = 320,000). AID 504775, 2011;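 active = mean replicate activation of at least 60% and every replicate at or above 60%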;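 also: 0% = median plate neutral-control signal and 100% = twice that signal; values of inactives mirror those of a sister screen read the other way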
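System: LDL receptor-deficient CHO ldlA cells overexpressing murine SR-BI | Timing: 3 h uptake period with compound, 37 °C | Medium: HEPES-buffered (25 mM, pH 7.4) F12 plus 0.5% BSA | Dosing: Single-point compound dose | Signal: Bottom-read fluorescence, 550/595 nm | Read-out: Retained DiI signal reflecting DiI-HDL uptake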
CDK5 p35 inh: inhibitors of human CDK5/p35 kinase, primary screen, biochemical, single concentration; actives 0.01% (n = 330,000); Recombinant CDK5/p35, ADP-Glo luminescence, 60 min; inhibition, % at 10 µM; Cyclin-dependent kinase 5 (Homo sapiens) + Cyclin-dependent kinase 5 activator 1 (Homo …;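 active = highest replicate inhibition of at least 50% and at least 75% of replicates reaching 50%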;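 also: plate controls were DMSO neutral control for no effect and GW8510 at 10 µM for full effect; many of its hits are not listed in these tables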
Arr AP2 block: inhibitors of beta-arrestin/AP2 binding, primary screen, biochemical, GPCR trafficking, flow cytometry. FITC-arrestin peptide / GST-AP2 beads; AP2 beta2 appendage carries R879A mutation. actives 0.31% (n = 340,000). AID 504490, 2011. inhibition, % at 10 µM. beta-arrestin 1 C-terminal peptide binding to AP2 beta2-adaptin appendage (human);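 active = inhibition above a set limit, near 3 SD of compounds lacking own fluorescence, cut at about 54% in these data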;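 also: plate controls were DMSO wells for no effect and 5 µM unlabelled arrestin peptide for full effect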
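System: GST-AP2 R879A glutathione beads. Medium: PBS with 0.05% Tween 20 and 0.1% BSA. Also added: FITC-arrestin peptide, 50 nM. Incubation: 12 min plus 1 h, RT. Measured by: high-throughput flow cytometry of beads, ex 488, em 535 nm. Evaluation: percent drop in bead-associated FITC signal.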
MITF act: activators of MITF-driven TRPM1 promoter reporter, primary screen, cell-based, SK-MEL-5, luciferase, single point; SK-MEL-5 TRPM1-promoter luciferase, 24 h; % of positive control, neutral wells = 0; activation, % at 12.5 µM; actives 0.75% (n = 300,000);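 active = mean activation of at least 80% with every replicate also reaching 80%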;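 also: 0% = neutral control wells and 100% = parthenolide positive control wells; values of inactives mirror those of a sister screen read the other way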
SR-BI DiI inh: inhibitors of SR-BI mediated HDL lipid uptake, primary screen, ldlA[mSR-BI] cells, fluorescence, single point; Scavenger receptor class B member 1 (Mus musculus), Q61009; ldlA[mSR-BI] CHO cells, DiI-HDL uptake fluorescence, 3 h; inhibition, % at 12.5 µM; actives 0.96% (n = 320,000); AID 488896, 2010;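 active = mean replicate inhibition of at least 70% and a set share of replicates each scoring 70 or more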;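 also: 0% = median of neutral control wells and 100% = median of positive control wells; values of inactives mirror those of a sister screen read the other way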
PKA-R2B activ: activators of PKA-R2B holoenzyme, primary screen, biochemical, fluorescence polarization, Cy5-IP20, human; cAMP-dependent protein kinase catalytic subunit beta (Homo sapiens) + cAMP-dependent …; AID 504700, 2011; PKA-R2B holoenzyme dissociation; R2B truncated from residue 108, S112A mutant; 0% DMSO only, 100% 113 µM cGMP; activation, % at 11.4 µM; actives 0.079% (n = 340,000);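 active = activation above a cutoff set at the mean over all compounds plus 3 SD, cut at about 18% in these data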;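 also: higher means more holoenzyme dissociation and a rise in polarization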
dFosB act: activators of delta FosB homodimer, primary screen, biochemical, fluorescence polarization, TAMRA-CDK5 oligo, single point; Protein FosB (Mus musculus), P13346; purified delta FosB; percent of positive-control signal above neutral wells; activation, % at 25 µM; actives 0.99% (n = 340,000); AID 493131, 2011;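 active = mean activation above about 17%, with every replicate also reaching it, limit read from the data, passing the limit was not always enough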;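 also: fluorescence polarization rise as delta FosB binds a TAMRA Cdk5 AP-1 oligo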
NSD2 HMT inh: NSD2 histone methyltransferase inhibitors, primary screen, biochemical, AlphaScreen, single concentration, set 2. NSD2 peptide methylation, 120 min. inhibition, % at 12.5 µM. actives 0.54% (n = 310,000). AID 743445, 2014; in the data active = inhibition above about 50%
Target sequence (O96028 whole entry, looked up): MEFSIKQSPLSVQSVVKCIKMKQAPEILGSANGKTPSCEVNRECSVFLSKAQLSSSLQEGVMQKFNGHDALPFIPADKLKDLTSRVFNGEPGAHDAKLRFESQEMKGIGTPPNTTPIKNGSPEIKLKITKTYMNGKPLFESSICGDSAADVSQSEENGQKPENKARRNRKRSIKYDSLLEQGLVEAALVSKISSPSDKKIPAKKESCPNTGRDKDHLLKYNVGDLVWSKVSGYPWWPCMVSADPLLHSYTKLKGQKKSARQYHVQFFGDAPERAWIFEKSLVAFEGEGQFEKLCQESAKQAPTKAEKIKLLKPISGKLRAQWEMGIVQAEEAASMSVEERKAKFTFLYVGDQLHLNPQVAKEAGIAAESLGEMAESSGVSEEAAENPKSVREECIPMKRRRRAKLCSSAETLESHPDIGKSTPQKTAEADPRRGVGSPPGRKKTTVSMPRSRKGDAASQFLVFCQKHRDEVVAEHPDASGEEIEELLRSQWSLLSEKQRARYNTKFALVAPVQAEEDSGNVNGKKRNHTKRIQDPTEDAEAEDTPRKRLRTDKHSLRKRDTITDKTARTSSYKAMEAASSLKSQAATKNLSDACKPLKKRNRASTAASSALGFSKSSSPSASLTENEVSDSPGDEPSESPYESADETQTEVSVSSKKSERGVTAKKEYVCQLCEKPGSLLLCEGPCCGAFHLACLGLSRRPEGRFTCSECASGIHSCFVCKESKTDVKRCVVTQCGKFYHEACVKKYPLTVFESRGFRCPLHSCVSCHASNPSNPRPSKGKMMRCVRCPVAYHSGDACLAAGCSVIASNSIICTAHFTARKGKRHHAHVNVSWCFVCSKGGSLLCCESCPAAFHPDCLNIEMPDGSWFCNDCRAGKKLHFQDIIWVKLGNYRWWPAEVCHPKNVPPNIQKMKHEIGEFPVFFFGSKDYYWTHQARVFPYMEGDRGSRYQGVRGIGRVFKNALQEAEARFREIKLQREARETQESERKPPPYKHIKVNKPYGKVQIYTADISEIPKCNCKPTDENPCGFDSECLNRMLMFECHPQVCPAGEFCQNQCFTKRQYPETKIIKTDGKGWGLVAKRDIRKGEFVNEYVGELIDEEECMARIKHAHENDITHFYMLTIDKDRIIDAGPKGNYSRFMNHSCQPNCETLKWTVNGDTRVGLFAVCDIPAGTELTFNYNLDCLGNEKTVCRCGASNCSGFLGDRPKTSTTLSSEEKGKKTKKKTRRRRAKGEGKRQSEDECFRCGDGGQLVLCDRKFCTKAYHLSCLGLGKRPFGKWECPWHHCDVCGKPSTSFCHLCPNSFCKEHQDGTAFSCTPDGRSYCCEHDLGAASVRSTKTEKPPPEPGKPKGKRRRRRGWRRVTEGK
Pemphigus Ab inh: inhibitors of pemphigus antibody binding to DSG3, primary screen, biochemical, bead-based, flow cytometry, scFv-GFP; binding (percent of control), % at 10 µM; AID 588358, 2011; DSG3-coupled beads, scFv-anti-DSG3-GFP binding; active compounds read low; Desmoglein-3 (Homo sapiens), P32926; actives 0.48% (n = 310,000);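 active = binding more than 3 SD below its plate's average and above zero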;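 also: hits lower antibody fragment binding to DSG3; some compounds called inactive have numbers as strong as hits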
The depositor's hits bear a star; / = not tested or not shown.

PKA-R1A act	SUMO Mot1 rescue	SR-BI uptake up	CDK5 p35 inh	Arr AP2 block	MITF act	SR-BI DiI inh	PKA-R2B activ	dFosB act	NSD2 HMT inh	Pemphigus Ab inh	Molecule
3	2	-6	-0.8	6	8	6	-4	-5	6	106	CC/C(=C\C(=O)c1ccncc1)Nc1ccc(Br)cc1
-12	-1	-53	-2.6	0	/	53	-2	-13	/	105	Cc1[nH]c2ccccc2c1SCCNC(=O)c1ccc(S(=O)(=O)N2CCCC2)cc1
-7	14	-77	1.0	8	12	77*	0	-5	-3	101	CCCC(=O)Nc1ccc(C(=O)Nc2ccc([N+](=O)[O-])cc2OC)cc1
-3	-1	23	-0.2	49	-7	-23	7	-4	-2	107	CC(=O)NC1(NC(C)=O)CCN(C)C(c2ccccc2)C1C (centres undefined)
-4	/	-67	0.8	8	7	67	-7	-17	1	104	COc1ccc(C(=O)Nc2ccc(C)c(S(=O)(=O)N3CCOCC3)c2)cc1S(=O)(=O)N1CCCC1
-5	16	/	-3.4	-8	14	-30	-4	-7	-6	103	C=CCSc1nnc(NC(=O)C23CC4CC(CC(NC(C)=O)(C4)C2)C3)s1
3	3	7	0.4	8	-1	-7	1	-10	0	90	CCOc1cc(N2CCOCC2)c(OCC)cc1NC(=O)CSc1nnc(N)s1
-10	-9	-30	0.6	-2	/	30	6	3	6	118	COc1ccc(C2CC(c3ccc([N+](=O)[O-])cc3)=NN2C(C)=O)cc1 (centres undefined)
4	-25	14	0.3	2	6	-14	-7	-3	-1	94	COc1cc(/C=N/NS(=O)(=O)c2ccccc2)ccc1OS(=O)(=O)c1ccc(C)cc1
0	-8	18	-0.8	-7	-2	-18	3	-9	3	99	O=C(NCc1ccccc1)C(Cc1ccccc1)NS(=O)(=O)c1cccc2nsnc12 (centres undefined)
-6	984*	/	-0.3	-7	16	13	2	-1	-1	107	CCOC(=O)c1oc2ccccc2c1COC(=O)CNC(=O)c1cccc(C)c1
-1	-4	-5	-1.4	4	/	5	-9	-8	0	101	CCN(CC)S(=O)(=O)c1ccc2c(c1)c(=O)c(C(=O)N1CCc3ccccc3C1)cn2C
-1	7	19	-0.7	15	1	-19	-2	4	35	106	CC(=O)c1c(C)[nH]c(C(=O)N2CCc3ccccc3C2)c1C
-5	0	-14	1.1	31	-3	14	-2	-1	-9	97	Cc1cc(NC(=O)c2cccc(S(=O)(=O)N3CCCCCC3)c2)no1
0	-5	-38	1.2	1	/	38	-7	11	-2	96	O=C(Nc1ccc2c(c1)oc1ccccc12)c1ccc2c(c1)OCO2
2	25	13	1.0	20	1	-13	-7	-14	31	99	COc1cccc(CN2CCNC(=O)C2CC(=O)NCCN2CCOCC2)c1OC (centres undefined)
-5	-8	25	-1.0	-1	-5	-25	-3	1	0	103	COc1cc(/C=N/NC(=O)C(=O)NCC2CCCO2)ccc1OCC(=O)N1CCOCC1 (centres undefined)
4	-3	-58	-1.0	6	8	58	-7	-6	-17	111	CN(CC(=O)Nc1ccc(N2CCOCC2)cc1)C(=O)CCc1cc(C(C)(C)C)c(O)c(C(C)(C)C)c1
-2	209	-14	4.6	8	6	14	0	-11	2	98	COc1ccc(N(CC(=O)NCc2ccc3c(c2)OCO3)C(=O)c2csnn2)cc1
-6	-4	-47	-0.7	-9	-5	47	10	-3	-2	100	Cc1c(Cl)c(C(=O)N2CCCc3ccccc32)nn1C
7	36	47	-2.1	-5	-4	-47	-2	9	5	104	CCSc1ccccc1C(=O)NCc1ccco1
-11	77	-13	1.9	2	-4	13	-2	2	/	99	COc1ccc(C(=O)CSc2nnc(CNC(=O)c3ccc(OC)cc3)n2C)cc1
-7	6	-14	1.4	5	14	14	8	-4	1	100	COc1ccc(Nc2ncnc3sccc23)cc1OC
0	3	5	0.2	11	5	-5	5	4	-1	117	COc1cc(/C=N/NC(=O)C(=O)Nc2ccccn2)ccc1O
-1	0	26	-0.3	-5	16	-26	-2	5	-4	105	CCN(CC)CC(=O)Nn1c(C)nc2c(ncn2-c2ccccc2)c1=O
-3	4	19	1.3	5	-9	-19	-4	6	1	112	Cc1nc2c(cc1C#N)C(=O)c1ccccc1-2
1	-9	26	1.2	9	9	-26	-17	-11	0	101	COc1ccc(N2CC(C(=O)Nc3nnc(SCC(=O)NC4CCCC4)s3)CC2=O)cc1 (centres undefined)
-6	200	-21	0.9	36	16	20	1	8	-3	/	COc1cc(-c2nnc3sc(-c4cccs4)nn23)cc(OC)c1OC
-4	-3	14	0.3	10	-5	-14	-9	11	0	100	O=C(NC(NC(=O)c1ccccc1)c1ccccc1)c1ccccc1
2	-6	43	0.0	-12	26	-43	-12	6	2	113	O=C(Nc1ccccc1F)c1coc(=O)c(Br)c1
-4	132	-1	-1.6	9	16	1	1	-1	-1	115	CCn1c(Oc2ccc(F)cc2)nc2c1c(=O)n(C)c(=O)n2C
-5	-13	-30	-0.3	1	-6	30	-13	-1	-1	125	O=C(CN(Cc1cccs1)S(=O)(=O)c1ccc(S(=O)(=O)NC2CCCCC2)cc1)Nc1ccccc1
-1	1	/	-0.5	15	-3	/	-2	-11	2	102	Cc1nonc1CC(=O)N1CCCC(C(=O)c2ccc(Cl)cc2)C1 (centres undefined)
-3	-9	-44	-0.5	3	-7	44	-1	-1	-11	96	CCOc1ccccc1C(=O)N[C@H](C(=O)NNC(=O)c1cccs1)C(C)C
-5	12	-5	-1.0	-10	/	5	-11	-4	0	136	CCOC(=O)C1(CCOc2ccccc2)CCN(Cc2ccc(OC)cc2)CC1
0	-8	1	-1.0	4	1	-1	-3	-3	/	109	COc1ccc(CNC(=O)[C@@H]2CC=C[C@@H]3CCN(Cc4ccccc4)C(=O)[C@@H]32)cc1
-6	-18	31	-0.5	0	/	-31	9	-6	-2	93	CC1CCCC(C)N1C(=O)CSc1nc2ccccc2s1 (centres undefined)
-1	/	-6	-1.1	-4	-8	6	-2	4	1	95	FC(F)Oc1ccc(NC(=S)Nn2cnnc2)cc1
3	-26	2	-0.7	2	/	-2	2	-6	-2	100	CC(C)CCOc1cccc(OCC(=O)NC2CCS(=O)(=O)C2)c1 (centres undefined)
-2	-4	8	-0.1	3	-9	-8	-5	2	-3	101	CCn1c(CN2CCN(CCO)CC2)nc2ccccc21
-9	15	-2	-2.9	8	52	2	-3	-4	-3	99	O=c1c2ccccc2sc2ccc(Cl)cc12
1	11	-29	0.4	-1	-2	29	7	-2	-2	105	CC(=O)NC(=O)COC(=O)/C=C/c1c(C)nn(Cc2c(Cl)cccc2Cl)c1Cl
4	-2	2	-0.5	4	0	-2	5	-2	0	103	Cc1ccc(C(=O)Nc2ncccc2O)cc1S(=O)(=O)N1CCCCC1
-9	3	27	-0.6	35	-2	-27	3	4	/	97	CCc1ccc(-n2c(SCC(=O)N3CCC(C(=O)O)CC3)nnc2-c2ccncc2)cc1
-9	/	-7	-1.1	14	-12	7	-4	2	-2	88	CCn1c(=S)[nH]c2c(=O)n(C)c(=O)n(C)c21
-10	-12	0	1.5	0	-2	0	-15	-9	-1	102	Cc1cc(OC(C)C(=O)N2CCN(c3ccc(F)cc3)CC2)c2c(C)c(C)c(=O)oc2c1 (centres undefined)
-3	/	-2	0.0	5	-7	2	-8	-2	-4	100	CCOc1ccccc1NC(=O)NCc1cccnc1
1	-7	-12	0.4	-6	-1	12	6	-4	-2	94	N#CC(c1ccc(Cl)nn1)c1ccc(Cl)cc1Cl (centres undefined)
10	-15	11	-0.1	12	-76	-11	3	-3	0	/	O=C(CCl)Nc1cccc(S(=O)(=O)NC2=NCCCCC2)c1
